BRCA1 expr up – activators of BRCA1 expression; 380,000 compounds, 1.1% hits; AID 624202; MCF7-BRCA1-FFLuc reporter, luminescence, 48 h; response scale: scaled: vehicle 0%, 10 µM genistein 100%; Potency, µM (doses to about 46.1 µM), inactives show at the top dose activation, most hits filed as activators; also: nearly all actives have a fitted effect of over 80% in size; some results filed as inactive show a strong effect at the top dose
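48 h compound treatment of MCF7-BRCA1-FFLuc cells (phenol-red free MEM, 37 °C), then 15 min with luciferase substrate and luminescence imaging.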
CXXC DNA block – inhibitors of human MLL CXXC domain-DNA interaction. MLL-CXXC / FITC-HOXA9 DNA fluorescence polarization. Potency, µM (titrated, usually from 115 µM), for the others: top-dose activity change, negative = inhibition, hits mostly inhibitors. 290,000 compounds, 0.037% hits. AID 2662; active = well fitted inhibition curve with a large enough effect in the polarisation, with a control signal flat, not every such curve was filed as active; inconclusive = small, poorly fitted or top-dose-only effect, or effect the other way, or a change in a side signal; inactive = no such curve, though single readings can be large or run the other way; the % refers to the polarisation
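Purified MLL-CXXC (added from a 7 uM solution) was preincubated 5 min at ambient with pinned compounds in 50 mM Tris-HCl pH 7.5, 50 mM NaCl, 1 mM DTT, 0.05% BSA. Fluorescein-labeled HOX-A9 DNA (50 nM solution) followed, 30 min, then polarization read.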
NPC1 prom act – activates the NPC1 promoter; Huh7 NPC1 promoter luciferase reporter, 24 h; Potency, µM (titrated, usually from 9.22 µM), without a hit: top-dose activation, usual class: activators; 320,000 compounds, 2.4% hits; AID 485313;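 also: % of control where 0% means no effect; nearly all actives have a fitted effect of over 60% in size; reporter is driven by a mutant NPC1 promoter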
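Readout is luciferase luminescence, reflecting NPC1 promoter activation in stably transfected Huh7 cells after 24 h compound exposure at 37 °C in reduced-serum medium with 10% FBS.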
Rab9 promoter act – activators of Rab9 promoter. 320,000 compounds, 2.8% hits. AID 485297. Huh7 Rab9 promoter-luciferase reporter, luminescence, 24 h. Potency, µM (titrated, usually from 9.22 µM), without a hit: at the highest dose activation, negative = inhibition, actives largely listed as activators; also: % of control where 0% means no effect; nearly all actives have a fitted effect of over 60% in size
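Huh7 cells stably carrying a Rab9 promoter-luciferase reporter, 1500 cells per well in OP-MEM I with 10% FBS, treated with compound 24 hours at 37C. Luciferase activity read by luminescence after 10 minutes with Amplite reagent.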
ELG1 genotox – induces genotoxicity in HEK293T cells with luciferase-tagged ELG1; 330,000 compounds, 1.3% hits; Potency, µM (titrated, usually from 46 µM), for the others: at the top dose activity change, positive = activation, usual class: activators; HEK293T ELG1-luciferase reporter, luminescence, 16 h; also: % of control where 0% means no effect; nearly all actives have a fitted effect of over 60% in size
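DMSO vehicle served as control against compound-treated ELG1-luciferase HEK293T cells; exposure lasted 16 hr at 37 °C and 5% CO2, followed by ONE-Glo luminescence detection after 30 min.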
RORgamma inh – ROR gamma (mouse) transcription inhibition. Potency, µM (titrated, usually from 53.6 µM), for the others: at the highest dose activity change, negative = inhibition, hits mostly inhibitors. Drosophila S2 Gal4-RORgamma UAS-luciferase reporter, 20 h. AID 2551. P51450. 310,000 compounds, 5.4% hits; also: % is scaled to controls: 0 for no effect and ±100 for the full control effect; nearly all actives have a fitted effect of over 60% in size
Target sequence (P51450 whole entry, looked up, the tested form may be a part): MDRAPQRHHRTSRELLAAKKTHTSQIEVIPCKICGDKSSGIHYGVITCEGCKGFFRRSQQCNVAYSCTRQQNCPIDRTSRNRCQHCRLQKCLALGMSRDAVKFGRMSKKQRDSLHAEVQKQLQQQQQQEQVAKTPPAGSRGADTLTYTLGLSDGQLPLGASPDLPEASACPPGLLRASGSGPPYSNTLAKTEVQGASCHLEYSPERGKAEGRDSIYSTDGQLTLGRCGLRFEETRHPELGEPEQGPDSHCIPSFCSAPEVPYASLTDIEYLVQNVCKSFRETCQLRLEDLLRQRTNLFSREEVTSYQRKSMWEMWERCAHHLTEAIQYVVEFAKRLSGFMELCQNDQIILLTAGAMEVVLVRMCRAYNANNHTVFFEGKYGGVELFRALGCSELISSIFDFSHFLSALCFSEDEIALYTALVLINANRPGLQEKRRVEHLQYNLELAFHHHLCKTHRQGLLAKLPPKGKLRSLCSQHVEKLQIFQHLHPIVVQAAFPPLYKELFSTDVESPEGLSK
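ROR gamma transcriptional activity was tracked as Gal4-UAS luciferase output in stably transfected Drosophila Schneider cells, with compound added 1 hr before 700 uM copper sulfate induction and a 20 hr ambient-temperature incubation.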
uPA generation – inhibitors of cell surface uPA generation; AID 540303; 330,000 compounds, 0.31% hits; Potency, µM (top dose mostly 38.3 µM), inactives show at the highest dose activity change, negative = inhibition, usual class: inhibitors; cell surface uPA generation assay, qHTS; active = well fitted inhibition curve with a large enough effect; inconclusive = small, poorly fitted or top-dose-only effect; inactive = no such curve, though single readings can be large or run the other way; tested in mouse RAW 264.7 cells; also: % is scaled to controls: 0 for no effect and ±100 for the full control effect; nearly all actives have a fitted effect of over 55% in size
FLuc counter – inhibits or activates purified firefly luciferase, miR-21 counter-screen; P08659; purified FLuc, Km substrates, luminescence inhibition; Potency, µM (titrated, usually from 57.5 µM), without a hit: at the highest dose activity change, negative = inhibition, usual class: inhibitors; 360,000 compounds, 6.9% hits;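 also: plate controls were vehicle for no effect and reference inhibitor for full effect; nearly all actives have a fitted effect of over 55% in size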
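Biochemical qHTS of compounds, final roughly 60 µM downward over six points, against 10 nM purified firefly luciferase using Km concentrations of substrates (10 uM D-luciferin, 10 uM ATP) in Tris acetate pH 7.5 buffer; luminescence output.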
VP16 counter – inhibits Gal4-VP16 luciferase reporter, ROR gamma counter-screen. Potency, µM (series often up to 53.6 µM), for the others: at the top dose activity, negative = inhibition, most hits filed as inhibitors. AID 2546. Drosophila S2 Gal4-VP16 UAS-luciferase, luminescence, 20 h. 310,000 compounds, 3.5% hits;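 also: Gal4-VP16 expression switched on by copper sulfate through the metallothionein promoter; % is scaled to controls: 0 for no effect and ±100 for the full control effect; nearly all actives have a fitted effect of over 50% in size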
MBNL1 CUG block – MBNL1-poly(CUG) RNA binding inhibition; 280,000 compounds, 0.036% hits; Potency, µM (doses to about 57.5 µM), for the others: at the highest dose activity change, negative = inhibition, actives largely listed as inhibitors; AID 2675; Q9NR56; TR-FRET MBNL1-His/biotin-(CUG)12 binding, 665/545 ratio; active = well fitted inhibition curve with a large enough effect in the signal ratio, with a control signal flat, not every such curve was filed as active; inconclusive = small, poorly fitted or top-dose-only effect, or effect the other way, or a change in a side signal; inactive = no such curve, though single readings can be large or run the other way; the % refers to the signal ratio; also: % is scaled to controls: 0 for no effect and ±100 for the full control effect
Target sequence (Q9NR56 whole entry, looked up): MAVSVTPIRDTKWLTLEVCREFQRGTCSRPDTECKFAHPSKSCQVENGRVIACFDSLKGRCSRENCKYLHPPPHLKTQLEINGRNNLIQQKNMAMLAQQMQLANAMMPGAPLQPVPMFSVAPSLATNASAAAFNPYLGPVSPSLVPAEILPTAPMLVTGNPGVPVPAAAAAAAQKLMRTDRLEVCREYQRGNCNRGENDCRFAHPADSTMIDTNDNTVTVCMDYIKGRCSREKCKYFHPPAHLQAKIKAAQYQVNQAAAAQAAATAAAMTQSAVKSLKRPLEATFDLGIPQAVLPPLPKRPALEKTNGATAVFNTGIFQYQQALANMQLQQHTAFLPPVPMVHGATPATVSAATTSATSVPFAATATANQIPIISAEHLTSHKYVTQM
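Inhibition of protein-RNA binding appears as loss of TR-FRET between terbium anti-His antibody on MBNL1-His and streptavidin-XL665 on biotin-(CUG)12. Activity is normalized to buffer-only and uninhibited-complex controls.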
p53 reactivation – mutant p53 re-activation in reporter cells. 320,000 compounds, 0.063% hits. H1299 p53-A138V BP100-luciferase reporter, luminescence, 24 h. Potency, µM (titrated, usually from 92.2 µM), inactives show at the top dose activity change, positive = activation, usual class: activators; also: % of control where 0% means no effect; nearly all actives have a fitted effect of over 45% in size
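p53-null H1299 cells stably carrying temperature-sensitive p53-A138V and a BP100-luciferase reporter were pinned with compounds (4-point, 1:5 series) and held 24 hrs at 37 deg C. Luminescence was read 10 min after detection reagent.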
Starred values were filed as active, the others as inactive; u = inconclusive; x = no result given; & = joins results of further samples; [ ] = another dose, or the depositor's remark. Unless noted, calls follow the shape of the dose curve; as a rule, active = well fitted curve in the direction sought with a large enough effect; inconclusive = small, poorly fitted or top-dose-only effect, or another doubt; inactive = no such curve, though single readings can be large; an effect the other way counts as inactive or inconclusive. Potency is read from the fitted curve at half-maximal effect. This is a subset, so the mix of outcomes need not match the whole.

SMILES	BRCA1 expr up	CXXC DNA block	NPC1 prom act	Rab9 promoter act	ELG1 genotox	RORgamma inh	uPA generation	FLuc counter	VP16 counter	MBNL1 CUG block	p53 reactivation
CN(NC(N)=O)c1ncc(C(F)(F)F)cc1Cl	10.8%	-0.1%	-1.5%	6.6%	-0.6%	-2.6%	4.8%	-0.4%	1.8%	-11.3%	-6.7%
CC1CCCCN1CC(O)COCc1ccc(Cl)cc1 (stereo not given)	-6.6%	-4.9%	-1.3%	-5.4%	-4.3%	-7.1%	-3.4%	-1.1%	-6.4%	-1.4%	4.8%
O=C(NCc1ccccc1)/C(=C/c1cccc([N+](=O)[O-])c1)NC(=O)c1ccco1	-8.8%	0.4%	-1.9%	-3.0%	-1.0%	26.4%	0.7%	0.6%	5.2%	u	-0.4%
Cc1ccc2c(c1)COc1c3ccc(C(=O)N4CCOCC4)cc3nn1-2	4.47µM*	-3.1%	2.51µM*	1.58µM*	16.4µM*	-24.4%	u	9.53µM*	2.7%	u	24.2%
COc1ccc(C)cc1Nc1n[n+](C)c(-c2c3ccccc3cc3ccccc23)s1	-18.2%	u	1.6%	-1.3%	1.2%	u	-0.8%	1.2%	9.5%	u	x
COc1ccc(CNC(=O)COC(=O)c2ccc(OCC3CCCO3)cc2)cc1 (stereo not given)	-5.1%	x	-2.4%	-4.7%	0.4%	x	-20.1%	0.7%	x	x	-4.7%
C/C(=N\Nc1nc2ccccc2c(=O)n1O)c1ccco1	u	u	29.5%	3.16µM*	u	-22.9%	-8.8%	10.7µM*	-2.5%	-1.8%	u
Cc1ccc(S(=O)(=O)N(C)Cc2cc3cc(C)ccc3[nH]c2=O)cc1	10.1%	6.8%	4.8%	-5.0%	-1.3%	23.1%	-6.4%	1.4%	-4.7%	-3.5%	15.1%
C[C@@H](C(=O)NCc1ccccc1)[C@@H]1C[C@@]1(C)[C@@H](NC(=O)OCc1ccccc1)c1ccccc1	18.4%	4.3%	-2.9%	0.0%	-5.6%	u	-19.5%	-11.9%	-3.9%&7.5%	-16.1%	2.9%
O=C(CCCN1C(=O)c2ccccc2C1=O)NCCc1ccc(OC(F)F)cc1	19.3%	-0.2%	-14.9%	-0.9%	1.3%	13.1%	0.0%	-1.3%	3.5%	7.8%	7.0%
CCN(Cc1ccccc1)Cc1cccc([N+](=O)[O-])c1	2.8%	-0.8%	-3.2%	0.3%	0.3%	11.0%	x	0.4%	-1.9%	20.3%	1.0%
CCOC(=O)c1c(-c2ccc(OC)c(OC)c2)csc1NC(=O)C1CCCO1 (stereo not given)	-23.0%	8.5%	-5.9%	1.1%	-5.8%	-0.4%	11.9%	-6.3%	10.6%	-2.2%	-2.6%
O=C(N1CCCCC1)N1CCN(C(=O)N2CCCCC2)CC1	-10.6%	8.8%	-6.5%	-10.8%	-6.6%	15.7%	2.7%	0.0%	-2.4%[10 µM]	-17.7%	0.2%
c1ccc(C2=Nc3cccc4cccc(c34)N2)cc1	-36.5%	1.8%	20.4%	22.9%	-0.5%	-7.2%	-1.3%	15.1µM*	-10.7%	9.0%	-17.5%
O=C(COc1ccc(/C=N/NC(=O)c2ccncc2)cc1)Nc1cccc([N+](=O)[O-])c1	-7.4%	11.1%	1.9%	-0.1%	12.9%	-18.7%	-2.2%	u	2.3%	u	1.9%
NS(=O)(=O)c1ccc(CNC(=O)c2cccnc2Cl)cc1	-2.2%	8.2%	-2.7%	2.9%	0.8%	-12.2%	3.5%	-1.0%	-3.9%	-3.2%	-2.4%
CCC1(C)N=C(N)Nc2nc3cc(C)c(C)cc3n21 (stereo not given)	-2.7%	u	-1.7%	-5.3%	0.7%	16.0%	-1.8%	-0.9%	-2.0%	-10.5%	2.3%
CC(C)N1CCC(N2CCN(Cc3cnc(-c4ccccc4)s3)CC2CCO)CC1 (stereo not given)	44.6%	-3.0%	-2.1%	12.9%	3.3%	0.3%	-1.8%	2.5%	5.5%	-3.1%	-2.9%
CC(OC(=O)c1ccc(F)cc1)C(=O)Nc1nc(-c2cccc([N+](=O)[O-])c2)cs1 (stereo not given)	30.5%	-1.7%	-2.8%	1.1%	-1.8%	43.8%	2.0%	0.3%	-7.0%	8.1%	15.7%
c1ccc(CCCNc2ncccn2)cc1	52.2%	-7.0%	14.4%	15.8%	4.6%	38.9%	4.8%	-24.1%	-19.8%	-17.6%	23.5%
COc1cc(C(=O)Nc2ccccn2)cc(OC)c1OC	-18.5%	-3.1%	-3.6%	2.0%	8.3%	-9.2%	-3.2%	-0.7%	7.2%	1.3%	-2.1%
Cc1noc(C)c1S(=O)(=O)N1CCN(c2ccc(Cl)cc2)CC1	-21.8%	17.2%	0.2%	-0.6%	-6.7%	-1.5%	4.4%	1.6%	12.7%	3.8%	-7.2%
Cc1[nH]c2ccc(CNS(=O)(=O)c3ccc(S(=O)(=O)N4CCOCC4)cc3)cc2c1C	0.5%	35.6%[activator]	0.2%	-0.5%	0.4%	12.4%	7.1%	-0.3%	19.2%	-7.5%	0.0%
CN(CC(=O)Nc1ccccc1C(F)(F)F)C(=O)c1ccc2c(=O)n3c(nc2c1)CCC3	16.8%	x	5.1%	-2.3%	-3.1%	x	-5.6%	x	x	x	-3.7%
O=C(Cc1cccc(NC(=O)C2CCN(C(=O)C3CC3)CC2)c1)Nc1cccc(C(=O)N2CCCC2)c1	0.0%	x	-0.6%	-0.1%	1.5%	x	13.0%	-4.8%	x	x	-12.2%
O=C(NCCN1CCOCC1)[C@H](Cc1ccccc1)N1C(=O)c2ccccc2C1=O	-0.2%	11.3%	-0.9%	1.1%	-1.4%	21.0%	-1.2%	0.0%	2.7%	-3.4%	-3.0%
Cc1noc(/C=C/N(C)C)c1S(=O)(=O)N1CCCC(C(=O)NCc2ccc(Cl)cc2)C1 (stereo not given)	-28.1%	3.5%	-0.3%	1.9%	-3.3%	u	-14.0%	4.0%	-19.7%	-11.0%	10.1%
OCCNCCCOc1cc(Cl)ccc1Cl	5.3%	2.8%	-0.2%	-1.4%	u	-3.8%	-11.7%	1.3%	-0.5%	-3.4%	9.7%
Cc1noc(NS(=O)(=O)c2ccc(NC(=O)c3ccc(N(C)C)cc3)cc2)c1C	0.1%	x	0.6%	22.2%	5.2%	x	-27.5%	x	x	x	27.0%
Cc1cc(Cl)ccc1NC(=S)NCc1ccc(Cl)cc1	-24.4%	11.8%	5.2%	-7.3%	2.1%	2.82µM*	5.0%	-0.7%	-2.1%[0.365 µM]	-6.0%	-5.9%
CCc1nc2ccccc2nc1N1CCN(S(=O)(=O)c2ccccc2)CC1	-1.2%	0.4%	-1.6%	16.5%	-6.9%	u	-1.6%	-1.9%	-25.1%	2.9%	-1.2%
CC(C)(C)CNC(=O)[C@]1(C)CCC[C@@]2(C)C3CC[C@@]4(C)C[C@]3(CCC21)CC4=O (stereo not given in full)	0.0%	x	-2.8%	-1.4%	-3.4%	x	-3.9%	-1.8%	x	x	3.4%
CC(C)c1ccc(NC(=O)COC(=O)/C=C/c2cccc(Br)c2)cc1	1.0%	2.0%	-0.3%	-2.0%	9.5%	u	3.3%	2.4%	u	-4.4%	5.3%
COc1ccc(NC(=O)CCSc2nc(C)cs2)cc1	26.1%	1.1%	u	u	13.7%	65.2%	-2.3%	u	9.3%	0.7%	2.1%
COc1cc(/C=C2\SC(=N)N(c3ccc(F)cc3)C2=O)ccc1O	-41.6%	93.8%[activator]	0.6%	-7.5%	9.2%	u	-6.3%	-5.4%	-8.1%[10 µM]	3.0%	4.3%
CC(=O)Nc1ccc(SCCN2CC[C@@H](O)CCC2=O)cc1	2.4%	x	-1.8%	-1.0%	5.1%	x	14.7%	-0.3%	x	x	-2.1%
Cc1nn(C)c(=O)c(N)c1-c1cc(-c2ccc(Cl)c(Cl)c2)n[nH]1	-4.6%	92.5%[activator]	2.3%	1.3%	14.7%	-8.5%	2.6%	2.9%	-12.5%	-11.0%	-1.7%

Compound activity (PubChem BioAssay)
